Imprint erasure: genomic imprint erasure induction; mouse ES Peg3-LacZ reporter, beta-gal luminescence, 40 h; Potency, µM (top dose mostly 60.7 µM), for inactives: at the top dose activity change, positive = activation, most hits filed as activators; 0.02% of 110,000 active;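 note: 0% = negative control wells on the plate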
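Readout: BetaGlo luminescence (5 min, room temp) for LacZ from the normally silent maternal Peg3 allele in female Peg3LacZ-Neo ES cells. Cells 300/well, 40 h, 37C, 5% CO2. Data normalized per plate to negative controls.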
IkB signaling: inhibitors of IkB signaling in ABC-DLBCL cells | 0.04% of 110,000 active | ABC-DLBCL IkBa-CBG/CBR dual luciferase ratio, 4 h; response scale: scaled: untreated 0%, proteasome inhibitor 100% | Potency, µM (highest dose often 57.1 µM), inactives show at the top dose IkBa stabilization activation; active = well fitted curve in the direction sought with a large enough effect in the signal ratio, not every such curve was filed as active; inconclusive = small, poorly fitted or top-dose-only effect, or a change in a side signal; the % refers to the signal ratio;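 note: the direction sought is a rising ratio; 0% = basal untreated cells and 100% = reference inhibitor full response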
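In this assay, an IκBα–CBG68 fusion accumulates when IKK-driven degradation is blocked; native CBR normalizes for cell number. OCI-Ly3 cells were treated 4 h with compound and doxycycline, then green and red light read after Chroma-Glo addition.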
p53ts 39C kill: cytotoxicity in p53ts cells at nonpermissive temperature; H1299-p53A138V viability at 39C, ATP luminescence, 24 h; Potency, µM (top dose mostly 46.1 µM), without a hit: at the top dose activity change, negative = cell killing, usual class: cytotoxic; 1.5% of 130,000 active; note: nearly all actives have a fitted effect of over 55% in size
p53ts 32C tox: p53ts cell cytotoxicity, permissive temperature | AID 924 | H1299-p53A138V at 32C, ATP luminescence viability, 24 h | Potency, µM (titrated, usually from 46.1 µM), without a hit: top-dose activity change, negative = cytotoxicity, usual class: cytotoxic | 0.93% of 130,000 active;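 note: 0% = DMSO and -100% = full killing by reference compound; nearly all actives have a fitted effect of over 55% in size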
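Viability by ATPlite luminescence after 24 h compound treatment (up to 46 uM) at the permissive 32C. Cells are H1299 carrying p53 A138V. Scale runs from DMSO basal to 100 uM tamoxifen as full kill; AC50 from Hill fits.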
An asterisk follows results filed as active; ? = inconclusive; . = no result given; [ ] = dose if it differs, or a comment. Unless noted, calls come from the whole dose curve; as a rule, active = well fitted curve in the direction sought with a large enough effect; inconclusive = small, poorly fitted or top-dose-only effect, or another doubt; inactive = no such curve, though single readings can be large; an effect the other way counts as inactive or inconclusive. Unless noted, % is set by controls: 0 for no effect and ±100 for the full control effect; potency is the fitted concentration of half-maximal effect.

Each structure is followed by: p53ts 39C kill, p53ts 32C tox, Imprint erasure, IkB signaling
Fc1ccc(C2CC(c3ccccc3)Nc3ncnn32)cc1 (configuration not stated)
    -2%, 3%, -15%, -0.6%
COc1ccc(CCNC(=O)Cn2c(=O)cnc3ccccc32)cc1
    6%, 8%, -23%, 1.8%
CC12CCC(C(=O)Nc3cccnc3)(CC1=O)C2(C)C (configuration not stated)
    2%, 2%, 17%, -0.2%
O=C1NCCN1Cc1ccccc1F
    -5%, 2%, 1%, 0.0%
OCCn1c(SC2CCCCC2)nc2ccccc21
    -3%, -11%, -12%, -2.1%
CCOc1ccc(CNC(=O)c2ccc(NC(=O)N3CCCCc4ccccc43)cc2)cc1
    -20%, -3%, -10%[10.9 µM], ?
CCOC(=O)C1CCN(S(=O)(=O)c2c(C)n[nH]c2C)CC1
    -2%, 2%, -5%, 1.8%
COc1ccc(N2CCN(c3ccc(N)cc3C#N)CC2)cc1
    -8%, 2%, -10%, -1.2%
COc1cc(C(=O)NCCSc2c(C)[nH]c3ccccc23)cc(OC)c1OC
    -10%, 3%, -6%[10.9 µM], ?
O=C(Cn1c(=O)oc2cc(S(=O)(=O)N3CCc4ccccc43)ccc21)NC1CCCC1
    5%, 6%, -6%, 2.1%
COc1ccc(NC(=O)CSc2nncn2C)cc1OC
    2%, -2%, ., .
Cc1onc(-c2ccccc2)c1C(=O)Nc1ccc2c(C)cc(=O)oc2c1
    -7%, 0%, -2%, 0.4%
O=C(NCc1nnc(SC/C=C/c2ccccc2)o1)c1ccco1
    -2%, 23%, 2%, 2.6%
Cc1ccc(C)c(NC(=O)CCN2CC(C)OC(C)C2)c1 (configuration not stated)
    1%, 3%, -4%, 0.1%
CCOc1cc(CNC(=O)c2ccc3nc(CCc4ccccc4)oc3c2)ccc1OC
    ?, -12%, -5%[10.9 µM], -1.7%
C/C=C(/C)C#N
    6%, -16%[1.84 µM], 5%, -0.4%
Cc1ccc(NC(=O)Cn2cc(S(=O)(=O)N3CCCC3)c(S(=O)(=O)N3CCCC3)c2)cc1C
    -7%, -6%, -10%[10.9 µM], ?
O=C(CC1Oc2ccccc2NC1=O)NCCCN1CCCC1=O (configuration not stated)
    -6%, 6%, -4%, ?
CC(=O)c1c(O)cc(C)n(Cc2ccccc2)c1=O
    -4%, -4%, 5%, -3.1%
COc1ccc(CCNC(=O)c2nnn(-c3ccccc3OC)c2N)cc1OC
    -7%, 4%, -5%, ?
Clc1ccccc1-c1cc(NCCN2CCOCC2)ncn1
    -5%, 8%, ?, -1.0%[11.4 µM]
Cc1cc(C)c2nc(C(F)(F)F)nc(N3CCN(C(=O)c4ccco4)CC3)c2c1
    9%, 0%, -14%, ?
O=C(Nc1cccc(O)c1)c1ccc(Br)c(S(=O)(=O)N2CCCCC2)c1
    1%, -1%, -14%, 3.8%
CCOC(=O)C1CCN(CC(=O)N2CCCc3c2c(=O)oc2ccc(OCc4ccccc4)cc32)CC1
    1%, -6%, -9%[10.9 µM], 7.7%
CCOC(=O)C(=O)C1(C(=O)OCC)Oc2cc(OC)cc(OC)c2C(=O)C1c1ccccc1 (configuration not stated)
    9%, 0%, 23%, .
Cc1nc2c(-c3ccc(F)cc3)c(C)nn2c(C)c1CCC(=O)N1CCN(c2ccccc2)CC1
    -14%, 10%, 11%[10.9 µM], 2.1%
O=C(NCCc1ccc(Cl)cc1)C1CCN(c2cnccn2)CC1
    14%, 7%, 21%, -0.2%
Cc1ccc(CSc2nc3ccc(NC(=O)CC(C)C)cc3s2)cc1
    2%, -5%, -9%[10.9 µM], 0.2%
CCOc1cccc(C(=O)Nc2ccc(-c3nc4ncccc4o3)cc2C)c1
    20%, 1%, -13%[10.9 µM], ?
O=C(c1ccncc1)N1CCN(C(=O)c2ccco2)CC1
    32%[activator], 6%, 2%, -0.7%
CN1CCN(CC(=O)Nc2cccc3ccccc23)CC1
    -5%[9.22 µM], 1%[9.22 µM], -11%[10.9 µM], 0.3%[11.4 µM]
O=C(COc1ccccc1)Nc1ccc(Cl)c(-c2nc3ncccc3o2)c1
    16%, -4%, 8%, -0.8%
CCOC(=O)c1ccc(NC(=O)CC2Sc3ncnn3C2=O)cc1 (configuration not stated)
    8%, 9%, -10%, 10%
O=C(CCCn1ncn2c(cc3occc32)c1=O)N1CCc2ccccc2C1
    5%, 7%, ., .
COC(=O)C1CCN(C(=O)COc2cc3sc(C)nc3c3sccc23)CC1
    0%, 0%, -16%, ?
CC(=O)N1CCCc2cc(S(=O)(=O)N3CCCC(C(=O)Nc4cccc(F)c4)C3)ccc21 (configuration not stated)
    -10%, 6%, -10%[10.9 µM], 3.5%
CC(=O)Nc1ccc2nc3c(=O)[nH]c(=O)[nH]c3nc2c1
    10%, 14%, -9%[10.9 µM], 1.7%
CN(C)C(=O)N1CCN(C(=O)N2CCOCC2)CC1
    11%, 2%, ., .
O=C(Cc1nc2ccccc2[nH]1)NCc1ccco1
    -13%, 0%, -3%, 0.9%
CC(C)(C)OC(=O)N1CCN(c2ccc(NC(=O)c3cc4ccccc4oc3=O)cc2)CC1
    -6%, 6%, 2%, 0.4%
CC(C(=O)NCc1ccc(Cl)cc1)n1ccc2cc(S(=O)(=O)N3CCCC3)ccc21 (configuration not stated)
    -17%, 1%, -1%[10.9 µM], ?
CN1CCN2c3ccccc3Cc3ccccc3[C@@H]2C1
    ?, ?, -25%, 0.9%
Cc1ccc(-n2c(N)c(C(N)=O)sc2=S)c(C)c1
    2%, 6%, -7%, -2.9%
COC1CCCCC1NS(=O)(=O)c1ccc(Cl)cc1 (configuration not stated)
    3%, 3%, -6%, -0.2%
CCOc1ccccc1NC(=O)c1ccc(S(=O)(=O)N2CCOCC2)cc1
    2%, -7%, ., 2.7%
O=S(=O)(c1ccc(Cl)s1)N1CCN(C/C=C/c2ccccc2)CC1
    -7%, 1%, -9%, 0.5%
CCOc1ccccc1Nc1sc(C(=O)c2ccc(Cl)cc2)c(N)c1C(=O)NCCc1ccccc1
    32%[activator], 3%, ?, ?
O=S(=O)(c1cccc(-c2nnc(-c3cccnc3)o2)c1)N1CCCCC1
    9%, 1%, -7%, 4.1%
CCOC(=O)C1CCN(c2ncnc3c2cnn3-c2ccccc2)CC1
    -6%, -10%, -7%, 6.0%
CCCC(c1nnnn1C1CCCC1)N1CCN(C(=O)c2ccco2)CC1 (configuration not stated)
    1%, 3%, -4%, -0.5%
CCOc1ccc2nc(N3CCCC(C(=O)NCc4ccccc4Cl)C3)sc2c1 (configuration not stated)
    -56%, -12%, -9%[10.9 µM], -0.2%
CCc1nnc(NC(=O)CSc2nnc(-c3ccoc3C)n2-c2cccc(C)c2)s1
    23%, 6%, -4%, 1.4%
COC(=O)c1cc2c(cc1NC(=O)CSCCc1ccccn1)OCO2
    12%, -6%, 0%, 0.6%
Nc1nc2ccc(C(=O)Nc3ccccc3)cc2s1
    -17%, -17%, -11%, ?
COC(=O)C1=C2SC(C)C(=O)N2C(N)=C(C#N)C1c1cc(OC)c(OC)c(OC)c1 (configuration not stated)
    14%, 5%, -6%, 1.7%
Cc1cc(Br)ccc1NC(=O)CN1C(=O)c2cccnc2Sc2ccccc21
    2%, -6%, -4%[10.9 µM], 1.5%
Cc1nc2ncnn2c(C)c1CCC(=O)NCc1cccc(Cl)c1
    -1%, 1%, -10%[10.9 µM], 0.5%
COc1cc(CNc2ccc(CNc3ncn[nH]3)cc2)ccc1OCc1ccccc1
    -14%, 1%, ., .
COc1ccc(OC)c(C(c2nnnn2CC2CCCO2)N2CCN(C3CCCC3)CC2)c1 (configuration not stated)
    3%, 2%, -8%, 0.6%
COC(=O)C(C)Sc1ccc2nnc(CCNS(=O)(=O)c3ccc(C)cc3)n2n1 (configuration not stated)
    22%, -8%, -12%[10.9 µM], -0.7%

Limited to p53ts 32C tox (4 entries from above):
| molecule | p53ts 32C tox |
| --- | --- |
| COC(=O)C1CCN(C(=O)COc2cc3sc(C)nc3c3sccc23)CC1 | 0% |
| CC(=O)N1CCCc2cc(S(=O)(=O)N3CCCC(C(=O)Nc4cccc(F)c4)C3)ccc21 (configuration not stated) | 6% |
| CC(=O)Nc1ccc2nc3c(=O)[nH]c(=O)[nH]c3nc2c1 | 14% |
| CN(C)C(=O)N1CCN(C(=O)N2CCOCC2)CC1 | 2% |

The list continues.
Each structure is followed by: p53ts 39C kill, p53ts 32C tox, Imprint erasure, IkB signaling
COCCCNc1nc2c(S(=O)(=O)c3ccc(C)c(C)c3)nnn2c2ccc(Cl)cc12
    -16%, 7%, -13%[10.9 µM], ?
CCOC(=O)c1cc(-c2ccccc2)n(CC(=O)NC2CCC(C)CC2)c1C (configuration not stated)
    36%[activator], 13%, -10%[10.9 µM], ?
CCCCNC(=O)c1[nH]c2ccccc2c1Sc1ccc(C)cc1
    -9%, 1%, -10%[10.9 µM], ?
O=C(Nc1ccc2oc(=O)c(C(=O)O)cc2c1)Oc1ccccc1
    -3%[9.22 µM], 7%[9.22 µM], -5%[10.9 µM], 2.1%[11.4 µM]
CCCCC1C2=C(CCCC2=O)OC2=C1C(=O)CCC2
    -12%, -1%, ., .
Cc1ccc2nc3c(cc(C(=O)NCc4ccccc4)c(=N)n3CCCn3ccnc3)c(=O)n2c1
    4%, -14%, -7%, -0.6%
Cc1cccc(OCCNc2nc3c(c(=O)n(C)c(=O)n3C)n2C)c1
    3%, 7%, ?, 1.0%
Cc1ccc(Cl)c(OCC(O)CN(CCO)CCO)c1 (configuration not stated)
    6%, -1%, -35%[inhibitor], 1.0%
COc1cccc(-c2nc3c(c(SCc4ccccc4)n2)Cc2c(CO)cnc(C)c2O3)c1
    -6%, 5%, -16%[10.9 µM], 0.5%
COc1ccc(NC(=O)CN(c2ccccc2OC)S(C)(=O)=O)c(OC)c1
    7%, 0%, -14%[10.9 µM], 3.9%
CCCOC(=O)c1ccc(Nc2nc3ccccc3nc2-n2nc(C)cc2C)cc1
    -7%, 3%, -4%[10.9 µM], 6.8%
CC(Sc1nc2ccccc2n1C)C(=O)NC(c1ccccc1)c1ccccc1 (configuration not stated)
    -14%, -7%, ., .
CCc1cc2c(SCC(=O)Nc3ncc(Cl)c(C)c3Cl)ncnc2s1
    -4%, 25%, ., .
Cc1ccc(S(=O)(=O)Nc2cccc(-c3cn4cccc(C)c4n3)c2)cc1
    6%, 19%, -7%[10.9 µM], -0.2%
Cc1ccc(C(=O)O)cc1Nc1nc2ccccc2n2nnnc12
    7%, -9%, 29%[10.9 µM], ?
CCCn1nnc(NC(=O)COc2cc(C)ccc2C(C)C)n1
    21%, 2%, -6%, 4.2%
CC(C)(C)OC(=O)N1CCC(c2c(C(=O)NCCN3CCc4ccccc4C3)cnn2-c2ccc(F)cc2)CC1
    -12%, 5%, -11%[10.9 µM], ?
CCOc1ccc(CNCc2cccnc2)cc1
    31%[activator], 9%, ., .
Cc1cnc(CNc2ccnc(-c3ccccc3C)n2)cn1
    4%, 3%, 6%, -0.5%[11.4 µM]
CCc1ccccc1NC(=O)CN(C)C(=O)CN1C(=O)NC2(CCCCCC2)C1=O
    9%, 4%, -9%, 0.5%
O=C(c1ccc(C23CC4CC(CC(C4)C2)C3)o1)N1CCOCC1
    -10%, -6%, 16%, ?
CS(=O)(=O)N(CC(=O)N1CCN(c2cccc(Cl)c2)CC1)c1ccccc1
    8%, 0%, -17%, 2.6%
CCCCSc1nnc2[nH]c(=O)cc(C)n12
    -12%, -1%, 17%[10.9 µM], ?
Cc1cccc(OC(=O)CSc2nnc(-c3ccc4c(c3)OCO4)o2)c1C
    -6%, -1%, 26%[10.9 µM], 1.6%
Cc1cc(C)nc(SCC(=O)Nc2ncc3c(n2)CC(C)(C)CC3=O)n1
    7%, -3%, 3%, 0.2%
Cn1c(=O)oc2cc(S(=O)(=O)NCc3ccncc3)ccc21
    3%, -7%, -22%, ?
Cc1ccc(OC(=O)c2cc(-c3ccc4c(c3)OCCO4)on2)c(C)c1
    13µM*, 20µM*, -16%[10.9 µM], 2.2%
CCOc1ccc(C(=O)NCC2OCCc3ccccc32)cc1 (configuration not stated)
    -6%, -21%, ., .
O=C(NCCOc1nc(N2CCCCC2)nc(N2CCOCC2)n1)Nc1ccccc1
    -3%, 7%, -11%, -2.3%

Rows are unselected. About 1.7% of those tested had a hit in this group.
